E coli WT exp: blocks growth of wild type E. coli BW25113 | growth inhibition, % at 100 µM | OD600 absorbance | 0.15% of 98,000 active;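 active means growth inhibition above about 50% at one test dose, limit read from the data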;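 further: growth measured after 20 h incubation at 37 °C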
PostGolgi yeast: growth inhibition of a yeast mutant, post-Golgi transport screen | 0.9% of 98,000 active | inhibition, % at 10 µM | post-Golgi transport phenotypic cell assay;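 further: yeast cells grown in 1536-well plates; yeast grown about 18 h at 30C before absorbance read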
HUVEC inhibit: inhibitors of human endothelial cell proliferation; HUVEC proliferation, CellTiter-Glo luminescence, 72 h; active compounds read low; viability, % at 10 µM (by protocol); 1.1% of 86,000 active; AID 648;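 active means viability at or below 30%; inactive means viability above 30%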;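 further: 100% = median luminescence of DMSO-only cell control wells on each plate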
hDAT+cocaine: human DAT dopamine uptake with cocaine, either direction; Q01959; LLC-PK1 hDAT cells, [14C]-dopamine uptake with cocaine IC80; actives deviate in either direction; B-score at 10 µM; 1.3% of 110,000 active; AID 449768;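 active means Z score or B-score, a plate-position-corrected score, falls beyond the plate's 99.7% confidence bounds, in either direction; inactive means both scores lie inside the 99.7% bounds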;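 further: scored against the spread of the other compound wells on the same plate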
Target sequence (Q01959 whole entry, looked up): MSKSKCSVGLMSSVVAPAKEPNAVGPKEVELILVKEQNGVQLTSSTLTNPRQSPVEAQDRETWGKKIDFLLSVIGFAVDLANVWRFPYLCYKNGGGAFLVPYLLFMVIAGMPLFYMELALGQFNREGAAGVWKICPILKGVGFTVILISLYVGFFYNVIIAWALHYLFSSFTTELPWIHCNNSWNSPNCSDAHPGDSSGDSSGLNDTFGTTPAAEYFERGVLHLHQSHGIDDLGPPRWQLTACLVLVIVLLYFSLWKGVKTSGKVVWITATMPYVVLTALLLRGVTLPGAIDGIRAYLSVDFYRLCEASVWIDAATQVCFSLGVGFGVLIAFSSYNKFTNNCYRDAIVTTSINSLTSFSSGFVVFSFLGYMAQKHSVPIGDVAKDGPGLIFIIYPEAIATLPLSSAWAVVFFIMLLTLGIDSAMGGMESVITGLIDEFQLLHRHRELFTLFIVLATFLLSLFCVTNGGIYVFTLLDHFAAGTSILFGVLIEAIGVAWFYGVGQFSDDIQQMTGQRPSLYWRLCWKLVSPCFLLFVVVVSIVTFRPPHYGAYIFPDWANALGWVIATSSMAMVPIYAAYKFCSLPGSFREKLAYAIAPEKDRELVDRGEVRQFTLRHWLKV
H69AR growth 86K: growth inhibitors of human H69AR lung tumor cells; 6% of 85,000 active; H69AR lung tumor viability, ATP luminescence, 72 h; active compounds read low; viability, % at 10 µM;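 active means viability at or below 40%; inactive means viability above 40%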;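 further: multidrug resistant small cell line overexpressing MRP-1 efflux transporter; 100% = mean luminescence of untreated control wells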
S1P2 blocker: S1P2 (human) receptor antagonism; cell-based S1P2 antagonist assay, inhibition at 5 uM; inhibition, % at 5 µM; 0.21% of 97,000 active; AID 736; in the data active means inhibition above about 45%;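 further: CRE beta-lactamase reporter cells expressing human S1P2 stimulated with S1P; 0% = agonist at EC80 alone and 100% = agonist plus reference antagonist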
Target sequence (O95136 whole entry, looked up): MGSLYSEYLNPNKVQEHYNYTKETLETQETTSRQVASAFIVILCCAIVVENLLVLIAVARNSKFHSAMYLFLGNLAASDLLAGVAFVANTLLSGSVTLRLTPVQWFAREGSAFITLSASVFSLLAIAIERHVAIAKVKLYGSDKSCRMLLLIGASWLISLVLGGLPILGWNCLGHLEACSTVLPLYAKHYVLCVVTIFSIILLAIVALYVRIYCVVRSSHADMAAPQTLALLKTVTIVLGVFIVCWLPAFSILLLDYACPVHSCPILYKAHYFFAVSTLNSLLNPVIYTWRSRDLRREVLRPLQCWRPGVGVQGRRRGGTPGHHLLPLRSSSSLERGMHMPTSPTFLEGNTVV
Fibroblast inh: blocks proliferation of human lung fibroblasts; LL 47 human lung fibroblast viability, ATP luminescence; active compounds read low; viability, % at 10 µM; 1.1% of 85,000 active;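 active means viability at or below 50% in the single dose screen; inactive means viability above 50%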;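 further: compound exposure lasted 72 h before the ATP readout; 100% = median luminescence of untreated cell-only wells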
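Signal: luminescent ATP detection, CellTiter-Glo; assay system: LL 47 human lung fibroblasts; input: 1,150 cells/well; incubation: overnight cell rest, 72 h compound treatment at 37 °C; measure: % viability versus median cells-only luminescence; medium: IMEM growth medium with 15% fetal bovine serum; dosing: compound addition at 0.1% DMSO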
S1P2 agonist: S1P2 (human) receptor agonism; O95136; S1P2-expressing cell line, agonist reporter read-out; activation, % at 4.5 µM; 0.46% of 97,000 active; in the data active means activation above about 16%;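 further: 0% = vehicle low control and 100% = maximal reference agonist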
PostGolgi ctrl: inhibits growth of the yeast control strain | efflux-deficient yeast background strain, growth absorbance A615, 16 h | 5% of 98,000 active | AID 738 | inhibition, % at 10 µM
Starred values were filed as active, the others as inactive; . = no result given; & = joins results of further samples. Unless noted, no stated cut-off is given here; in the data, active means inhibition above about 30%; inactive means the rest.

SMILES	E coli WT exp	PostGolgi yeast	HUVEC inhibit	hDAT+cocaine	H69AR growth 86K	S1P2 blocker	Fibroblast inh	S1P2 agonist	PostGolgi ctrl
COCCN(C(=O)COc1ccccc1)c1nnc(-c2cccnc2)s1	5	3	107	0.49	99	2	105	-5	23
O=[N+]([O-])c1ccc(N/N=C/c2c[nH]c3ccccc23)cc1	-11	99*	.	-0.51	.	34	.	-11	91*
O=C1CCC(C(=O)NCc2cccnc2)N1 (configuration not stated)	.	.	98	-0.59	106	-13	101	2	.
COCCNC(=S)N/N=C/c1ccccc1C(=O)O	5	6	.	-0.56	.	-15	.	-4	-3
N#Cc1cnn(-c2ccccc2)c1N	-3	0	91	-0.024	105	13	101	-2	7
CCOC(=O)C1CCN(C2CC(=O)N(c3cccc(Cl)c3)C2=O)CC1 (configuration not stated)	0	-6	.	-0.16	.	.	.	.	-5
CC1(C)Cc2c(cnn2-c2ccccc2)C(=O)/C1=N\NC(=O)c1ccccc1N	-7	7	81	-1.5	47	-7	99	-2	0
CC(C)NC(=O)c1cc2cc([N+](=O)[O-])ccc2s1	-6	-1	.	0.25	.	-6	.	-3	6
O=C1CCc2cc(S(=O)(=O)NC(Cc3ccccc3)C(=O)NCC3CCCO3)ccc2N1 (configuration not stated)	2	-1	97	-0.13	95	-10	100	-1	0
O=C(C1CCN(S(=O)(=O)c2cccc3cccnc23)CC1)N1CCN(c2ccc(Cl)cc2)CC1	-13	-1	91	1.9&1.4	61	27	90	-6	17
Cc1nn2c([nH]c(=O)c3ccccc32)c1C=O	5	-2	83	-0.15	88	-2	99	-2	5
O=C(N/C(=C/c1cccs1)C(=O)N1CCCCCC1)c1ccccc1	.	.	98	-1.5	98	0	92	-7	.
CCN1CCN(C(c2cccs2)C(C)NC(=O)C(C)C)CC1 (configuration not stated)	6	-3	102	-0.0011	94	.	100	.	-15
Cc1ccccc1C(=O)Nc1cccc(N)c1	3	10	88	-0.3	90	-8	98	-1	9
O=S(=O)(c1cccc(S(=O)(=O)N2CCC(Cc3ccccc3)CC2)c1)N1CCOCC1	-13	-6	100	0.67	86	-13	103	-6	13
Cc1cccc(OCCCC(=O)Nc2nccs2)c1	.	.	81	-0.19	90	6	97	-5	.
Cc1cccc(CCNS(=O)(=O)c2ccc(S(=O)(=O)N3CCCCC3)cc2)c1	-3	-3	101	0.25	86	-5	106	-4	5
CS(=O)(=O)Nc1ccc(C(=O)N2CCCCC2)cc1	-7	14	98	-0.42	96	7	100	-3	2
CC1(C)C(=O)OC(c2ccco2)C(C)(C)C1=O (configuration not stated)	6	-7	84	-0.057	92	4	105	-2	3
CC1=C(/C=C/C(=O)O)C(C)(C)CCC1	9	4	90	1.4	98	15	100	-7	15
c1ccc(C2COC(c3cccs3)=N2)cc1 (configuration not stated)	5	-3	93	-0.19	97	11	99	-7	17
O=C(c1cnc(N2CCN(c3ncccn3)CC2)c2ccccc12)N1CCN(c2ccccn2)CC1	-22	-4	72	0.048&2.2	59	-7	95	-6	29
CS(=O)(=O)N(Cc1ccc(C(=O)NCCSCc2ccco2)cc1)c1ccccc1	-15	-4	86	-0.2	104	-8	109	-2	-3
Cn1c(Cn2c(=O)sc3ccccc32)nnc1SCC(=O)NCc1ccc2c(c1)OCO2	2	3	104	.	90	.	107	.	10
Cc1ccc(/C=N\NC(=O)c2csnn2)cc1	0	-11	.	-0.36	.	5	.	-4	4
CCOC(=O)c1[nH]nc(-c2c(O)cc(C)cc2O)c1-c1csc(C)n1	7	-1	90	0.62	97	-25	98	0	12
Cc1nn2c(nc1=O)SCC(c1ccccc1)=N2	8	-7	.	0.0096	.	0	.	-10	25
CCC(C(=O)Nc1cc(C)on1)c1ccccc1 (configuration not stated)	-1	3	100	-0.14	94	3	101	-4	-11
COc1ccc(OC)c(-c2cc(C(=O)Nc3c(C)n(C)n(-c4ccccc4)c3=O)no2)c1	1	7	.	0.15	.	2	.	-8	2
O=C(OCC(=O)N1CCCc2ccccc21)C1CCN(S(=O)(=O)c2cccs2)CC1	-13	-5	100	-0.0033	99	16	104	-3	10
C/C=C/C(=O)Nc1nnc(C(C)C)s1	.	.	101	-1.9	96	-27	103	-1	.
O=C(O)c1c(F)c(F)c(F)c(F)c1-c1ccc(Cl)cc1	-10	6	99	-0.68	100	24	99	-6	-3
CCOc1ccc(OCC)c(NC(=O)C2CCN(S(=O)(=O)c3cccnc3)CC2)c1	1	9	76	0.88	83	-13	91	-6	1
Cc1sc2nc(SCC(=O)C(C)(C)C)n(Cc3ccco3)c(=O)c2c1C	-15	2	64	0.84	92	-3	49*	-3	39*
COc1ccc(C(=O)N2CCCN(C)CC2)cc1S(=O)(=O)N1CCCc2ccccc21	0	2	91	-0.077	55	.	90	.	-7
COc1cccc(C2=CC(c3ccccc3)n3ncnc3N2)c1 (configuration not stated)	4	0	.	0.14	.	25	.	-7	6
COc1cccc(-c2cc(C(=O)Nc3cc(C)nn3-c3ccccc3)no2)c1	-3	4	60	-1.1	87	6	87	-5	3
O=S(=O)(c1ccc(N2CC=C(c3ccccc3)CC2)nc1)N1CCCC1	2	-7	79	0.36	81	.	89	.	0
CCCCNC(=O)NC1(C(F)(F)F)Oc2ccccc2O1	2	3	64	-1.9*	22*	-10	93	-2	1
Cc1cccc2cc(COC(=O)C3CCCCC3)c(=O)[nH]c12	-1	-1	95	-0.32	86	13	94	-5	5
Cc1cccc(Cn2c(CN3CCN(Cc4ccccc4)CC3)nc3c2c(=O)[nH]c(=O)n3C)c1	2	-2	104	1.8	60	.	95	.	7
COc1cc(NC(=O)C2CCCCC2)c(OC)cc1NC(=O)c1ccco1	-1	-2	86	0.15	65	23	103	-7	-1
Cn1cccc1Cc1nnc(SCC(=O)N2CCOCC2)n1CCc1ccccc1	3	7	100	0.089	98	.	97	.	0
Cc1ccccc1-c1nnc(-c2ccccc2C)o1	.	.	103	-0.041	72	-9	99	-6	.
CCOc1ccc(OCC)c(S(=O)(=O)N2CCCCC2C)c1 (configuration not stated)	6	-10	93	1.7	78	9	90	0	19
C[C@H](NS(=O)(=O)c1ccccc1F)C(=O)OCC(=O)N1CCc2ccccc21	3	-8	101	-0.033	97	-6	102	-4	6
COC(=O)c1ccc(Nc2cc(C)nc3ncnn23)cc1	4	27	92	-0.14	95	12	105	-6	7
O=C(Nn1cnnc1)c1cc2c(s1)CCCCC2	-2	-2	85	.	97	-10	101	-2	3
CCN(CC)S(=O)(=O)c1ccc(-c2nnc(SCC(=O)Nc3ccc(OC)c(OC)c3)o2)cc1	-4	-4	94	-0.016	83	2	101	-5	7
COC(=O)c1ccc(C(=O)OC)c(NC(=O)COC(=O)C23CC4CC(CC(O)(C4)C2)C3)c1	0	1	73	-1.1	40	-6	92	-4	8
c1ccc(-c2nnc(OCCN3CCOCC3)c3ccccc23)cc1	2	1	94	0.32	85	-8	101	0	4
COc1cccc(C2(O)CCN(C(=O)c3cccs3)CC2)c1	8	-7	92	-0.33	99	.	99	.	-1
Cc1ccc(C(O)P(=O)(OC2CCCCC2)OC2CCCCC2)cc1 (configuration not stated)	2	22	111	1	102	-14	98	-2	40*
COc1ccc(C2C(C(C)=O)=C(O)C(=O)N2c2cccnc2)cc1OC (configuration not stated)	-3	-4	90	-0.8	98	0	100	-1	9
O=C(Nc1cccn(Cc2ccc(F)cc2)c1=O)NC1CCCCC1	-4	-2	117	2.3*	89	16	98	-5	16
CSc1nsc(SCC(=O)Nc2ccc(Br)cn2)n1	-6	0	.	-0.82	.	18	.	0	38*
Cc1ccc(NC(=O)CCn2cccc2)cc1C	4	-4	90	0.32	93	-8	98	-2	6
COc1cccc(N2C(=O)CC(c3c[nH]c4ccccc34)C2=O)c1 (configuration not stated)	1	-5	79	-0.39	78	13	97	-10	10
CC1(C)N=C(N)N=C(N)N1c1ccc(F)cc1F	4	1	103	-0.82	92	18	95	-6	-8
Cc1cc(C(C)(C)C)cc(S(=O)(=O)NCCO)c1C	-3	-1	93	-0.9	107	-12	96	-6	10

Reformatted with bars between the fields: part of the list above.
SMILES | E coli WT exp | PostGolgi yeast | HUVEC inhibit | hDAT+cocaine | H69AR growth 86K | S1P2 blocker | Fibroblast inh | S1P2 agonist | PostGolgi ctrl
COc1ccc(C(=O)N2CCCN(C)CC2)cc1S(=O)(=O)N1CCCc2ccccc21 | 0 | 2 | 91 | -0.077 | 55 | . | 90 | . | -7
COc1cccc(C2=CC(c3ccccc3)n3ncnc3N2)c1 (configuration not stated) | 4 | 0 | . | 0.14 | . | 25 | . | -7 | 6
COc1cccc(-c2cc(C(=O)Nc3cc(C)nn3-c3ccccc3)no2)c1 | -3 | 4 | 60 | -1.1 | 87 | 6 | 87 | -5 | 3
O=S(=O)(c1ccc(N2CC=C(c3ccccc3)CC2)nc1)N1CCCC1 | 2 | -7 | 79 | 0.36 | 81 | . | 89 | . | 0
CCCCNC(=O)NC1(C(F)(F)F)Oc2ccccc2O1 | 2 | 3 | 64 | -1.9* | 22* | -10 | 93 | -2 | 1
Cc1cccc2cc(COC(=O)C3CCCCC3)c(=O)[nH]c12 | -1 | -1 | 95 | -0.32 | 86 | 13 | 94 | -5 | 5
Cc1cccc(Cn2c(CN3CCN(Cc4ccccc4)CC3)nc3c2c(=O)[nH]c(=O)n3C)c1 | 2 | -2 | 104 | 1.8 | 60 | . | 95 | . | 7
COc1cc(NC(=O)C2CCCCC2)c(OC)cc1NC(=O)c1ccco1 | -1 | -2 | 86 | 0.15 | 65 | 23 | 103 | -7 | -1
Cn1cccc1Cc1nnc(SCC(=O)N2CCOCC2)n1CCc1ccccc1 | 3 | 7 | 100 | 0.089 | 98 | . | 97 | . | 0
Cc1ccccc1-c1nnc(-c2ccccc2C)o1 | . | . | 103 | -0.041 | 72 | -9 | 99 | -6 | .
CCOc1ccc(OCC)c(S(=O)(=O)N2CCCCC2C)c1 (configuration not stated) | 6 | -10 | 93 | 1.7 | 78 | 9 | 90 | 0 | 19
C[C@H](NS(=O)(=O)c1ccccc1F)C(=O)OCC(=O)N1CCc2ccccc21 | 3 | -8 | 101 | -0.033 | 97 | -6 | 102 | -4 | 6
COC(=O)c1ccc(Nc2cc(C)nc3ncnn23)cc1 | 4 | 27 | 92 | -0.14 | 95 | 12 | 105 | -6 | 7
O=C(Nn1cnnc1)c1cc2c(s1)CCCCC2 | -2 | -2 | 85 | . | 97 | -10 | 101 | -2 | 3
CCN(CC)S(=O)(=O)c1ccc(-c2nnc(SCC(=O)Nc3ccc(OC)c(OC)c3)o2)cc1 | -4 | -4 | 94 | -0.016 | 83 | 2 | 101 | -5 | 7

(next part)
SMILES	E coli WT exp	PostGolgi yeast	HUVEC inhibit	hDAT+cocaine	H69AR growth 86K	S1P2 blocker	Fibroblast inh	S1P2 agonist	PostGolgi ctrl
CCN(CC)S(=O)(=O)c1ccc(/C(O)=C(\C#N)c2nc3ccccc3n2C)cc1	0	-2	80	1.7	88	18	70	-4	6
Cc1ccc(O)c(C2=NNC(O)(C(F)(F)F)C2)c1 (configuration not stated)	32	-6	103	0.036	86	-20	100	-4	17
Cc1cc([N+](=O)[O-])nn1CC(=O)NNC(=S)Nc1ccc(F)cc1	5	-36	.	.	.	20	.	-7	0
CC1(C(=O)O)CCC(C(=O)Nc2ccccc2O)C1(C)C (configuration not stated)	-18	3	105	-0.33	85	-22	99	0	5
Cc1ccc(C(=O)Nc2ccc3c(c2)OCO3)cc1S(=O)(=O)N1CCCCC1	-19	-9	96	-0.055	68	-10	100	-1	16

Compound activity from PubChem BioAssay.
